# From PubChem BioAssay
# HTRA1 inh = HTRA1 (human) protease inhibition | AID 504803 | inhibition, % at 5.96 µM | recombinant HTRA1, FP-rhodamine activity-based probe, fluorescence polarization | 340,000 compounds, 0.5% hits | Q92743; in the data active means inhibition above about 36%;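 further: 0% = enzyme with DMSO and 100% = wells lacking enzyme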
# TCR CD3 inh = inhibitors of human TCR-CD3 interaction | 360,000 compounds, 0.37% hits | inhibition, % at 9.4 µM | TAMRA-labeled TCR probe fluorescence, biochemical; in the data active means inhibition above about 19%;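 further: recombinant mutant TCR 2C K166C tagged with TAMRA read by polarization; 0% = receptor in buffer alone and 100% = receptor with positive control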
# TDP2 absorb = TDP2 (human) inhibition, absorbance primary screen. O95551. recombinant TDP2, T5PNP hydrolysis, p-nitrophenol absorbance 415 nm. inhibition, % at 12.8 µM. 370,000 compounds, 0.34% hits. AID 720702;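 active means inhibition above the mean of all tested compounds plus 3 SD, set per campaign, cut at about 25% in these data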;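 further: 0% = DMSO with enzyme and 100% = buffer with substrate but no TDP2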
#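 Test system: human TDP2 enzyme; Input: 120 nM TDP2 per well; Buffer or medium: Mg2+-containing Tris-HCl buffer, pH 7.5; Reagent: 5 mM T5PNP; Dosing: 12.8 µM single point, 1% DMSO; Incubation: reaction 2 h, 37 °C; Detection: p-Nitrophenol epi absorbance; Read-out: % inhibition relative to enzyme-containing and enzyme-free wells; Replicates: single well per compound.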
# UHRF1 MBD2 ctr = blocks human UHRF1 binding to methylated DNA | Q96T88 | inhibition, % at 4.4 µM | AID 687016 | UHRF1 binding to methylated oligo, TR-FRET | 370,000 compounds, 0.75% hits; in the data active means inhibition above about 21%;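 further: UHRF1 SRA domain binding a hemimethylated CpG hairpin DNA probe; 0% = median of test compound wells and 100% = reference inhibitor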
# Target sequence (Q96T88 whole entry, looked up, the tested form may be a part): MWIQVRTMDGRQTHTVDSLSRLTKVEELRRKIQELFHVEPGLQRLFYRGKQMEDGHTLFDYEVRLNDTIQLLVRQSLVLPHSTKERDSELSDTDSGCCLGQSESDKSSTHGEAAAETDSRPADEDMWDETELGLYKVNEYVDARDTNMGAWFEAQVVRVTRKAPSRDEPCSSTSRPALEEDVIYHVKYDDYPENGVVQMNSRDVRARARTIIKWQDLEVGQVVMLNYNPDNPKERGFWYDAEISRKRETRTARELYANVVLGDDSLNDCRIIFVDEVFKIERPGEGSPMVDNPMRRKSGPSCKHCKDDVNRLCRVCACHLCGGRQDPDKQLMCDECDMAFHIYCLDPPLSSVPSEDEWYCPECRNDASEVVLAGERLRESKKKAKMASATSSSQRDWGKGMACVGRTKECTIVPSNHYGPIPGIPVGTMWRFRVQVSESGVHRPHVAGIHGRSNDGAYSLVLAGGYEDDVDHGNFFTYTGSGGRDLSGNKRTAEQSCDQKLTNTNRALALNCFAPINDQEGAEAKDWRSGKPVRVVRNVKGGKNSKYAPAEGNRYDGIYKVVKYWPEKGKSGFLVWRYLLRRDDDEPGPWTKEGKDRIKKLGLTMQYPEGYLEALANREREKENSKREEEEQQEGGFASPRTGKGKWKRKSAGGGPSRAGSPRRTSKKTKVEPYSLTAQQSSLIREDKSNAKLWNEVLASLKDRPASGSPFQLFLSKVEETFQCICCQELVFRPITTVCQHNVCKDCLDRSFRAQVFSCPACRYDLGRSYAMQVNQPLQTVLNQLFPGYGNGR
# ABHD4 inh = inhibits mouse alpha/beta hydrolase domain 4. inhibition, % at 8.92 µM. 370,000 compounds, 0.54% hits. Q8VD66. purified mABHD4, FP-Rh probe fluorescence polarization;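 active means inhibition exceeding the mean over every tested compound plus 3 SD, cut at about 30% in these data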;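 further: 0% = plate median of compound wells and 100% = S159A mutant with DMSO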
# Target sequence (Q8VD66 whole entry, looked up, the tested form may be a part): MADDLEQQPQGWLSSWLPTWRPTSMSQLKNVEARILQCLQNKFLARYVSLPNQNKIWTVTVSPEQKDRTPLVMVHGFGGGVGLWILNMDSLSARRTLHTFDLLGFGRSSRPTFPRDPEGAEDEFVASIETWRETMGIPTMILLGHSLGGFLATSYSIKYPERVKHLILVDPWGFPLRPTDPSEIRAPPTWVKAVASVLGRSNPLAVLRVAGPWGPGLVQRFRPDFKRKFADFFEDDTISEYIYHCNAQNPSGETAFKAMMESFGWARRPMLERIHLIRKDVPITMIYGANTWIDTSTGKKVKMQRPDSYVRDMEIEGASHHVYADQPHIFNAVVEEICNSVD
#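 Test system: mABHD4 protein | Buffer or medium: HEPES pH 7.0 buffer, 150 mM NaCl, 0.01% Pluronic F-127 | Probe or stimulus: FP-Rh fluorescent activity-based probe, added after compound pre-incubation | Timing: Pre-incubation 45 min, probe exposure 60 min, at 25 °C | Technique: Fluorescence polarization, excitation 525 nm, emission 598 nm, BODIPY TMR filters | Repeats: Single well per compound (singlicate)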
# LEDGF integ inh = blocks HIV-1 LEDGF/p75-dependent DNA integration | 370,000 compounds, 0.64% hits | TR-FRET IN-LEDGF/p75 DNA integration, Eu/Cy5 | inhibition, % at 3.7 µM | AID 743269;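 active means inhibition above the screen-wide mean plus 3 SD, cut at about 13% in these data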;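 further: signal is the Cy5 over europium emission ratio at 671 and 618 nm; 0% = plate median of compound wells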
# DDE Tn7 FP inh = inhibitors of Tn7 peptide binding to human fibrin DD(E); P02675; FP displacement of FITC-Tn7 peptide from fibrin DD(E); 0% = median of compound wells per plate; inhibition, % at 8.3 µM; 370,000 compounds, 0.13% hits; AID 720508;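 active means inhibition above the mean of compounds falling within the control limits plus 3 SD of them, cut at about 14% in these data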;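 further: 0% = plate median of compound wells and 100% = 10 µM Aha-Tn7 peptide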
#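 Assay system: human fibrin DD(E). Input: DD(E) 2 µM final. Medium: Tris buffer with calcium and detergent, pH 7.8. Compound dosing: single point at 8.3 µM. Timing: 10 min plus 3 h, room temperature. Technique: fluorescence polarization of the labelled Tn7 tracer. Read-out: percent inhibition. Replicates: singlicate testing.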
# SIAE inh = human SIAE inhibition, primary screen. SIAE FP-Rh probe binding, fluorescence polarization. inhibition, % at 9.66 µM. 370,000 compounds, 0.69% hits. AID 1053197;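 active means inhibition above a cutoff: mean of compounds within the control limits plus 3 SD of those, cut at about 17% in these data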;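 further: 0% = plate median of compound wells and 100% = probe without SIAE protein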
# PG9 binder = PG9 antibody binding by small molecule; TR-FRET gp120-PG9 antibody binding; inhibition, % at 6.7 µM; 360,000 compounds, 0.43% hits; AID 624416; in the data active means inhibition above about 8.5%
# PRMT1 FP inh = inhibitors of human PRMT1; Q99873; AID 652257; inhibition, % at 2.79 µM; 370,000 compounds, 1.3% hits; recombinant PRMT1, activity-based probe fluorescence polarization;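 active means inhibition above about 21% made by adding two undisclosed values, limit read from the data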
# * = called active by the depositor; / = not tested or not shown. An unsorted share of the library. Share with any hit: about 4.2%.
HTRA1 inh	TCR CD3 inh	TDP2 absorb	SMILES	UHRF1 MBD2 ctr	ABHD4 inh	LEDGF integ inh	DDE Tn7 FP inh	SIAE inh	PG9 binder	PRMT1 FP inh
-7	-3	2	O=C(Nc1cc(C(F)(F)F)ccc1-n1cncn1)c1ccc(F)cc1Cl	2	1	2	1	6	-1.2	-4
2	8	3	C=CCN(CC=C)C(=O)C1CCN(S(=O)(=O)c2ccc(N3CCCC3=O)cc2)CC1	0	-1	0	-1	0	-1.4	-5
3	3	17	OCC1OC(n2cnc3c(N4CCCCC4)ncnc32)C(O)C1O (centres undefined)	-1	1	2	7	4	0.0	-4
-2	0	1	O=C(Nc1cccc(O)c1)c1ccc(C(F)(F)F)cc1	2	1	-1	6	12	-0.8	3
-25	-6	-7	Cc1cc(C(C#N)c2ccc(Cl)cc2)c(Cl)cc1NC(=O)c1cc(I)cc(I)c1O (centres undefined)	3	5	-4	-2	6	-1.6	4
1	1	4	CCOc1ccc(C(O)Cc2nc3ccccc3n2C)cc1 (centres undefined)	-3	-2	-1	-1	2	-2.4	2
0	12	3	Cc1cc(C)nc(NS(=O)(=O)c2ccc(NC(=O)Cc3ccccc3)cc2)n1	0	4	2	-5	-1	-2.6	-1
9	4	-3	Cc1[nH]c2c(C)cccc2c(=O)c1Br	-5	3	-4	-3	-6	2.1	0
/	-6	8	O=c1c(-c2cccnc2)nc2ccccc2n1C(c1ccccn1)c1nc2ccccc2[nH]1 (centres undefined)	-2	13	4	-11	4	-0.3	10
-6	-2	6	O=C(O)CCCC(=O)OCc1c(-c2ccccc2)ncc2ccccc12	3	-2	1	7	-9	-0.5	2
-4	-6	-3	COc1cc(NC(=O)COn2nnc3ccc(S(C)(=O)=O)cc32)cc(OC)c1	0	0	-2	-5	3	-1.8	1
5	0	-6	COc1ccc(CCN=C(N)NS(=O)(=O)c2cccs2)cc1OC	11	-3	1	-2	2	-1.2	-1
3	7	5	COc1ccccc1OCC(=O)Nc1ccc(-c2nnc(-c3ccco3)o2)cc1	1	-2	1	-4	-8	1.7	-1
4	4	-1	O=C(NCC(=O)N1CCOCC1)c1ccc(Cl)c(Cl)c1	1	2	2	-11	-4	-3.2	1
-42	-6	-7	CC1CCc2c(sc3nc(C(C)(C)C)nc(N4CCN(C(=O)CCl)CC4)c23)C1 (centres undefined)	9	-10	-3	0	-3	-0.6	3
-6	-5	4	CCc1ccc(S(=O)(=O)N2CCN(c3ccccc3OC)CC2)cc1	-1	2	-1	-8	1	-1.1	-1
-54	1	-1	Cc1ccc(N/C(SCc2ccccc2C)=C(/C#N)C(=O)NCc2ccco2)cc1C	-1	-11	0	-7	-11	0.2	-1
-7	-1	-6	COc1ccc(CNCCC(c2ccccc2)c2ccc(OC(C)C)cc2)cc1OC (centres undefined)	-1	9	-1	-3	4	-1.5	-6
6	2	11	COc1ccc(NC(C)=O)cc1NC(C)C(=O)Nc1cccc2ccccc12 (centres undefined)	-1	7	-1	-3	13	-2.7	2
-15	-5	8	CCOC(=O)C1=C(COC(=O)/C=C/c2cccc(OC)c2)NC(=O)NC1C (centres undefined)	1	1	-3	3	5	-1.7	3
4	-4	-3	COC(=O)C1=C(C)N(Cc2ccco2)C(=O)/C1=C\c1ccc([N+](=O)[O-])cc1	0	10	7	-2	5	3.4	24*
-3	5	4	CCOc1cc2[nH]c(=S)n(CCN3CCCCC3CC)c(=O)c2cc1OCC (centres undefined)	4	-4	2	-4	-6	-0.8	2
-5	0	-1	Cc1ccc(S(=O)(=O)Nc2ccc(-c3ccc4nncn4n3)cc2)cc1	1	3	1	-3	16	-0.3	1
-41	7	1	Cc1cc(C)c2cc(CN(CCN3CCCC3)C(=O)Nc3ccc(F)cc3)c(=O)[nH]c2c1	0	-4	2	-1	-13	0.2	-1
/	0	0	C#CCN1CCc2onc(-c3ccccc3OC)c2C1=O	2	2	-2	-1	4	0.2	-2
/	-5	-6	COc1ccc(Cl)c(-c2cc(C(=O)NCc3ccco3)[nH]n2)c1	0	-12	0	-4	-5	1.5	-1
2	2	11	O=C(Cn1cnc2c(nnn2-c2ccccc2)c1=O)NCc1ccco1	19	-2	-2	-7	1	0.1	-3
-49	-5	-3	COc1ccc(CN(CC(=O)NC2CCCC2)C(=O)c2ccc(-c3ccccc3)[nH]2)cc1	2	-8	-2	1	1	1.5	2
-5	9	5	COc1ccc(OC)c(S(=O)(=O)Nc2ccc(C(N)=O)cc2)c1	1	7	3	-4	0	-1.2	-3
-17	-7	-8	CC(=O)c1ccc(NC(=O)c2cc(CC(C)C)nc3ccccc23)cc1	0	1	-1	3	-4	0.6	2

# 3 structures from above, ordered by count of non-hydrogen atoms, descending:
HTRA1 inh	TCR CD3 inh	TDP2 absorb	SMILES	UHRF1 MBD2 ctr	ABHD4 inh	LEDGF integ inh	DDE Tn7 FP inh	SIAE inh	PG9 binder	PRMT1 FP inh
-49	-5	-3	COc1ccc(CN(CC(=O)NC2CCCC2)C(=O)c2ccc(-c3ccccc3)[nH]2)cc1	2	-8	-2	1	1	1.5	2
-3	5	4	CCOc1cc2[nH]c(=S)n(CCN3CCCCC3CC)c(=O)c2cc1OCC (centres undefined)	4	-4	2	-4	-6	-0.8	2
-17	-7	-8	CC(=O)c1ccc(NC(=O)c2cc(CC(C)C)nc3ccccc23)cc1	0	1	-1	3	-4	0.6	2

# Continuation:
HTRA1 inh	TCR CD3 inh	TDP2 absorb	SMILES	UHRF1 MBD2 ctr	ABHD4 inh	LEDGF integ inh	DDE Tn7 FP inh	SIAE inh	PG9 binder	PRMT1 FP inh
0	8	-15	CCC(=O)c1ccc(OCC(=O)OCC(=O)N2CCCc3ccccc32)cc1	2	5	4	-1	5	-2.2	-1
/	0	6	Cc1ccc(NC(=O)CNC(=O)CN2C(=O)c3ccccc3C2=O)cc1	-1	6	-5	-2	2	-0.2	1
35	6	-4	Oc1ccc(C=NNc2nc3ccccc3s2)c(O)c1	-6	43*	-3	-8	-2	-5.2	-4
0	6	4	O=c1[nH][nH]c(C(F)(F)F)c1C=NCc1ccccc1Cl	-1	-7	2	-2	9	0.8	-3
47*	12	16	CN(C)c1ccc(N/C=C/C(=O)c2ccco2)cc1	6	44*	38*	-4	11	-26	21*
2	6	0	O=C(CSc1cccc[n+]1[O-])N1CCCc2ccccc21	-1	7	0	-3	2	1.2	1
39*	21*	41*	CN(C)c1ccc(N/C=C/C(=O)C(F)(F)F)cc1	20	49*	51*	4	18*	-24	37*
-27	3	-7	O=C(Nc1ccc2nc(-c3cccs3)c(-c3cccs3)nc2c1)N1CCOCC1	-6	-3	0	-1	4	-0.9	15
5	-3	-3	COc1cc(/C=C/C(=O)NCc2cccnc2)cc(OC)c1OC	-1	6	-2	1	-4	-1.0	0
-12	-1	5	CC1CCc2c(sc(NC(=O)COC(=O)c3ccccc3NCc3ccco3)c2C#N)C1 (centres undefined)	-1	6	0	1	-7	1.1	-1
-7	9	7	Cc1coc2cc3oc(=O)c(Cc4ccccc4)c(C)c3cc12	2	7	0	7	0	4.7	0
10	-2	-16	CSc1ccc(/C=C/c2ccc3cccc(O)c3n2)cc1	-3	-9	3	2	-6	-1.1	-1
-11	10	-5	Cc1c(C(=O)N/N=C/c2ccccc2)[nH]c2ccc(Cl)cc12	-7	-15	0	2	1	-0.6	-1
1	3	1	Nc1ncn(C23CC4CC(CC(C4)C2)C3)n1	1	-4	-1	1	1	0.5	-1
1	-3	10	COc1ccc(C)cc1S(=O)(=O)N1CCN(S(=O)(=O)c2cc(C)ccc2OC)C(C)C1 (centres undefined)	1	-2	-4	1	-3	0.9	0
-1	4	7	O=C(CN(C(=O)c1csnn1)c1ccccc1Cl)NC1CCCCC1	1	2	2	2	10	1.1	0
-1	-5	-7	CCC(CO)Oc1cc(NC(=O)c2ccc(F)cc2)c2ncn(C(C)C)c2c1 (centres undefined)	7	4	-1	7	-2	1.4	2
2	-7	10	O=C(OCCCN1CCCCC1)c1ccc(O)cc1	3	0	4	2	2	2.7	2
-15	-2	-1	Cc1cc(C)c(C)c(OCCCCn2cnc3ccccc3c2=O)c1	-6	-9	4	0	-4	-1.1	0
12	6	7	Clc1ccc(CNCc2cccs2)c(Cl)c1	-1	3	-1	-1	2	-0.4	-1
2	-2	2	CN1C(=O)N(c2ccc(Cl)cc2)C(C)(O)CC1(C)C (centres undefined)	0	0	-3	0	-2	1.9	-2
-15	-6	7	Cc1cc(OCc2nn[nH]n2)c2c(C)c(Cc3ccccc3)c(=O)oc2c1	-2	-8	5	-6	-13	-0.3	-1
3	10	-4	O=C(Nc1ccccc1OC(F)F)c1ccc(S(=O)(=O)N2CCOCC2)cc1	0	3	4	7	3	-1.4	-4
-3	5	-5	CC(C)CCOP(=O)(c1ccccc1)c1ccccc1	2	1	-1	-3	-1	-0.6	-2
-1	0	-2	CC(=O)CCc1c(C)nc2ccc(C)cc2c1Cl	-4	2	2	0	4	-2.9	1
-5	3	0	CNC(=O)N(O)C1N(NC(=O)Nc2cccc3ccccc23)C(=S)SC1(C)C (centres undefined)	-5	1	4	-4	7	-1.6	-3
-17	1	7	CCc1nnc(NC(=O)Nc2ccccc2OC)s1	-1	-4	-3	-2	-2	-1.2	3
0	5	-7	Cc1nc(SCC(=O)NCCN2C(=O)CSC2=O)nc(C)c1C	-3	7	-3	1	-1	-0.9	-2
-41	3	12	O=S(=O)(c1ccc2[nH]c3c(c2c1)CCCC3)N1CCCCC1	-2	3	1	-2	1	-3.1	-1
1	6	1	O=C(CN1CCOCC1)Nc1ccc(N2CCN(c3ccccc3)CC2)c(F)c1	-2	3	0	-6	-4	0.9	1
7	-4	-8	CC1(C)Cc2ccccc2C(=NC(Cc2ccccc2)C(=O)O)N1 (centres undefined)	2	-9	5	2	-3	-0.3	5
13	-4	-4	COc1ccccc1N1CCN(C(=O)c2ccc3c(=O)n4c(nc3c2)CCCCC4)CC1	2	-2	0	-1	4	1.1	7
-5	5	-3	Cc1ccc(-c2csc(N(CCCN(C)C)C(=O)c3ccco3)n2)cc1	-4	1	2	-1	-6	0.5	2
-4	-3	13	COC(=O)c1[nH]c2ccc(Cl)cc2c1NC(=O)C1CC1	-2	11	0	-7	-2	-2.9	-1
0	7	-8	COc1ccc(C(=O)N/C(=C/c2cccs2)C(=O)NN)cc1OC	-2	0	-2	-4	11	0.2	0
1	-9	-5	COCCNC(=O)C(=O)N/N=C(\C)CC(=O)Nc1cccc(C(F)(F)F)c1	-1	0	-1	-8	1	0.5	3
1	3	-9	O=[N+]([O-])c1cccc(S(=O)(=O)N2CCCCCC2)c1	2	4	2	-3	-7	-2.1	-4
7	7	3	CCc1nnc(SCCSc2nnc(CC)n2N)n1N	-3	-1	3	-1	8	1.4	-1
